Screening results as filed in PubChem.
PglD DTNB: C. jejuni PglD acetyltransferase inhibitors, primary screen, biochemical, DTNB colorimetric, single point | UDP-N-acetylbacillosamine N-acetyltransferase PglD (Campylobacter jejuni) | purified PglD enzyme, DTNB colorimetric CoA detection | inhibition, % at 12.5 µM | actives 0.098% (n = 360,000); in the data active means inhibition above about 16%, passing the limit was not always enough; inconclusive means no clear call, values can overlap the other calls; further: strong numbers were not always called active
C2C12 statin: suppressors of statin myotoxicity in C2C12 myotubes, primary screen, cell-based, single point, plate reader; C2C12 myotubes + simvastatin, ATP luminescence, 48 h; scaled: DMSO 0, geranylgeraniol control 100; rescue of ATP level, % at 7.49 µM; actives 0.78% (n = 330,000);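 active means mean ATP rescue above about 67%, or every replicate alone reaching that limit, limit read from the data, passing the limit was not always enough; inconclusive means no clear call, values can overlap the other calls; inactive means mean under the limit and some replicate under it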;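 further: myotubes were challenged with 10 µM simvastatin during compound exposure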
LGR2 antag: inhibitors of bursicon-induced LGR2 CRE-luciferase signal, primary screen, cell-based, HEK293, CRE-luciferase reporter, bursicon stimulation. bursicon-stimulated, 4 h. actives 0.35% (n = 380,000). AID 720647, 2013. inhibition, % at 9.99 µM;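 active means drop in luminescence signal, shown as inhibition above about 50% in the replicate tests, limit read from the data, passing the limit was not always enough; inconclusive means probably only some replicates passing the limit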;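 further: agonist challenge used bursicon conditioned medium at about half maximal strength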
GSIS activator: GLuc luminescence reporter in INS-1E cells, primary screen for activators of glucose-dependent secretion of insulin; INS-1E GLuc reporter insulin secretion, 2-3 h; activation, % at 16.6 µM; actives 0.61% (n = 370,000); AID 743287, 2014;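 active means lowest replicate activation of at least 40%, so every replicate reaches that level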;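 further: 0% = median of neutral control wells and 100% = median of IBMX positive control wells; some compounds called inactive have numbers as strong as hits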
PAX8 inh HTS: inhibitors of PAX8-driven TPO luciferase reporter, primary screen, RMG-I cells, single concentration; inhibition, % at 12.6 µM; SteadyGlo, 24 h; actives 1.2% (n = 360,000);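 active means mean replicate inhibition at least 60% with every replicate also reaching 60%; inconclusive means only one of the two criteria is met; inactive means mean below 60% and not all replicates reaching 60%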;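 further: luciferase light reporting Pax8 driven TPO promoter activity; plate controls were median of neutral control wells for no effect and mitoxantrone controls for full effect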
PGC1a acetyl inh: inhibitors of PGC1a acetylation signal, primary screen, cell-based, U2OS, AlphaScreen, inhibitor mode. actives 0.17% (n = 350,000). AlphaScreen anti-acetyl-lysine; with virally co-expressed GCN5 acetyltransferase. inhibition, % at 15.6 µM. AID 651687, 2012;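 active means every replicate shows inhibition of at least 40%; inconclusive means mean inhibition at least 40% but some replicate below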;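 further: 0% = neutral control wells and 100% = positive control wells; some results beyond the cut were filed as inactive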
ARNT-TACC3 inh: disruptors of ARNT/TACC3 protein interaction, primary screen, biochemical, AlphaScreen, single concentration; Transforming acidic coiled-coil-containing protein 3 (Homo sapiens), Q9Y6A5; inhibition, % at 9.99 µM; AlphaScreen His-ARNT PAS-B/GST-TACC3 binding, luminescence; TACC3 fragment carries E629A point mutation; actives 0.66% (n = 390,000);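 active means mean inhibition of replicates at least 50% and at least half of replicates each reaching 50%; inconclusive means half or more replicates reach 50% but mean below 50%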;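 further: 0% = complete ARNT plus TACC3 wells and 100% = ARNT alone without TACC3; many hits fall short of the cut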
Cneo AK release: Cryptococcus neoformans cell lysis inducers, primary screen, AK release luminescence, single concentration; actives 0.2% (n = 360,000); lysis activity, % at 15 µM; C. neoformans lysis, adenylate kinase release luminescence, 4 h; normalised: neutral wells 0, clomiphene wells 100;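 active means mean lysis activity across replicates of at least 80%, whatever share of replicates individually reach that level; inactive means mean lysis activity below 80%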
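Material: C. neoformans cells; Schedule: 4 h static compound exposure, 37 °C, read 1 h post-reagent; Measured by: adenylate kinase release luminescence; Read-out: signal increase indicating cell lysis; Controls: Clomiphene as positive lysis control.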
* marks the source's active call; other numbers are inactive results; ? = inconclusive; · = no result given.

SMILES | PglD DTNB | C2C12 statin | LGR2 antag | GSIS activator | PAX8 inh HTS | PGC1a acetyl inh | ARNT-TACC3 inh | Cneo AK release
Cn1c(=O)oc2cc(S(=O)(=O)Nc3ccc(Cl)cc3)ccc21 | 0 | -2 | 3 | · | -1 | -7 | -17 | 1
CCOC(=O)c1nc2nc(C)cc(=O)n2[nH]1 | -6 | · | · | · | 0 | · | -4 | 3
C[C@H](CO)N1C[C@H](C)[C@H](CN(C)C(=O)Nc2cccc3ccccc23)Oc2ccc(NC(=O)Nc3ccccc3)cc2CC1=O | 11 | -24 | -24 | -2 | · | 7 | 7 | 49
[O-][n+]1ccc(CC(O)(C(F)(F)F)C(F)(F)F)cc1 | -3 | 3 | 24 | -14 | 10 | 1 | · | -1
NC(Cc1ccc(C(F)(F)F)cc1)c1csc(NC(=O)Nc2ccccc2Cc2ccccc2)n1 (stereo not drawn) | 7 | -20 | 0 | 10 | -7 | -16 | · | 4
CC(C)(C)c1cc(NC(=O)Nc2ccccc2)no1 | 1 | -5 | -100 | 9 | -255 | 20 | 5 | -7
COc1ccccc1C(=O)Nc1ccc(S(=O)(=O)N2CCOCC2)cc1 | -3 | · | · | · | · | 13 | -4 | -1
CCC(=O)Nc1ccc2c(c1)OC[C@H](C)N(C(=O)COC)C[C@@H](C)[C@H](OC)CN(C)C2=O | -2 | -10 | 7 | 4 | 5 | 9 | 3 | -3
COC(=O)C[C@@H]1C[C@H]2c3cc(NS(=O)(=O)c4ccc(F)cc4)ccc3O[C@H]2[C@H](CO)O1 | -2 | 2 | -23 | -3 | -19 | -1 | 4 | 3
Cc1csc(Sc2ccc([N+](=O)[O-])cc2C(=O)OCC(=O)NC2CCCC(C)C2C)n1 (stereo not drawn) | 2 | 8 | 11 | 32 | · | -11 | 3 | -2
COc1cc(NC(=O)CN2CCN(S(=O)(=O)/C=C/c3ccccc3)CC2)cc(OC)c1OC | -1 | -10 | 6 | -1 | 2 | -10 | -8 | -3
O=C(CN1CCN(Cc2ccc(F)cc2Cl)CC1)NCc1ccccc1 | 3 | 10 | 6 | 12 | 16 | -1 | 11 | 0
COc1ccc(C2=NN(C(=O)COC(=O)c3ccc(NC(=O)CC#N)cc3)C(c3ccco3)C2)cc1 (stereo not drawn) | 4 | 9 | -17 | 11 | -6 | 4 | -17 | -3
O=C(O)c1cccc(S(=O)(=O)Nc2ccc(Cc3ccncc3)cc2)c1 | 0 | -3 | -5 | · | -7 | 1 | · | -7
CC1CCCN(CC(=O)NNC(=O)COc2ccc(Br)cc2)C1 (stereo not drawn) | -4 | -3 | 15 | 6 | 2 | · | · | 0
COc1ccc(N2CCN(c3nc4c(C)cccn4c(=O)c3C=C(C#N)C#N)CC2)cc1 | 4 | 32 | 22 | -3 | 31 | 4 | -1 | -1
CCC(=O)C1CCCN(C(=O)CCc2nnc(-c3ccc(C(C)=O)s3)o2)C1 (stereo not drawn) | -2 | 7 | -69 | 8 | -210 | -6 | -15 | 2
C[C@H](CO)N1C[C@H](C)[C@H](CN(C)Cc2ccc3c(c2)OCO3)Oc2ccc(NC(=O)Cn3cnnn3)cc2CC1=O | 2 | 2 | -2 | 26 | -10 | 0 | -20 | -1
COc1ccc(NC(=O)Nc2ccc3c(c2)CC(=O)N([C@H](C)CO)C[C@@H](C)[C@H](CN(C)Cc2ccncc2)O3)cc1 | 1 | 3 | 6 | 8 | 1 | -6 | -14 | -2
CCCc1cc(=O)c2ccc(OC/C(C)=N/O)cc2o1 | · | 1 | 1 | · | -18 | · | 2 | ·
CCCc1cnc(N2CCN(C(=O)c3ccc(OC)cc3)CC2)nc1 | 0 | 11 | · | · | · | · | -7 | -3
Cc1c(OC(C)C(=O)NC2CC(C)(C)NC(C)(C)C2)ccc2c3c(c(=O)oc12)CCC3 (stereo not drawn) | 0 | -7 | -7 | 18 | -7 | 1 | 5 | 4
C[C@@H]1CN([C@@H](C)CO)C(=O)c2cccc(NC(=O)c3nc4ccccc4s3)c2O[C@@H]1CN(C)C(=O)Nc1ccccc1 | 4 | 25 | -5 | -12 | 24 | 1 | 19 | 1
O=C(NCCO)/C(=C\c1ccco1)NC(=O)c1ccco1 | -1 | 12 | 7 | 2 | -6 | · | -1 | 1
CCOC(=O)Cc1c(C)c2c(C)nn(-c3ccccc3)c2oc1=O | 1 | 5 | · | · | · | -2 | 16 | 1
CO[C@H]1CN(C)C(=O)c2cc(NC(=O)C3CCCC3)ccc2OC[C@@H](C)NC[C@@H]1C | -1 | -9 | -15 | 15 | -8 | · | -14 | -2
Cc1n[nH]c(=O)c2c(NC(=O)CSc3nn(-c4ccccc4)c(=S)s3)oc(C)c12 | · | 26 | 12 | -10 | -12 | · | 0 | ·
COC(=O)c1ccccc1NC(=O)c1ccccc1N(C)S(=O)(=O)c1ccccc1 | 5 | · | 7 | 4 | -6 | · | -2 | 2
CC1(C)CC(=O)C=C(NCCCNC2CCCCC2)C1 | -8 | 1 | · | · | · | -8 | -4 | 3
Cc1cccc(-n2cnc3c(c2=O)c2nc4ccccc4nc2n3Cc2ccco2)c1 | 6 | · | 11 | -1 | · | -8 | 8 | 1
Cc1ccc(S(=O)(=O)NCC(=O)N2CCC(C)CC2)cc1 | 1 | 4 | 1 | 1 | -1 | -1 | -9 | 1
Cc1ccc(-c2cc(-c3ccccc3)c(C#N)c(Br)n2)cc1 | · | · | 23 | 10 | 17 | · | -5 | ·
CO[C@H]1CN(C)C(=O)c2ccc(NC(=O)C3CCC3)cc2OC[C@H](C)N(Cc2ccccn2)C[C@H]1C | 0 | -7 | 3 | 8 | 7 | 2 | -8 | -3
COc1ccc(-c2noc([C@@H]3O[C@H](CO)[C@H](O)[C@H](O)[C@H]3O)n2)cc1OC | -1 | -5 | ? | 6 | 0 | 0 | · | -7
Cc1ccccc1NC(=S)NC(NC(=O)c1ccco1)C(Cl)(Cl)Cl (stereo not drawn) | 3 | · | 3 | -13 | 30 | -7 | 3 | 0
C[C@@H]1CN([C@H](C)CO)C(=O)c2cc(NC(=O)Cc3ccccc3)ccc2O[C@@H](C)CCCCO[C@@H]1CN(C)C(=O)CCC(F)(F)F | 2 | · | 6 | 13 | -4 | 2 | -9 | 0
c1ccc2sc(SCSc3nc4ccccc4s3)nc2c1 | -5 | 2 | -21 | -5 | -60 | -2 | -3 | 2
CN(c1ccccc1)S(=O)(=O)c1cccc(NC(=O)CCNC(=O)c2ccc([N+](=O)[O-])cc2)c1 | 8 | -16 | 19 | -26 | 9 | -10 | 5 | 2
Cc1ccc(CSC2=NCCN2C(=O)c2ccco2)cc1 | -1 | 6 | -4 | 4 | -20 | -14 | -1 | 1
O=C(O)CCCC(=O)Nc1cc([N+](=O)[O-])ccc1O | · | · | 15 | 1 | 7 | · | 1 | ·
O=C(CN(C(=O)CCC(=O)Nc1ccccn1)c1cccc(F)c1)NCc1ccc(F)cc1 | 0 | -7 | -9 | 21 | -4 | · | -1 | -4
CC(=O)c1c(COC(=O)c2cccc(C)c2)nc2ccccc2[n+]1[O-] | · | · | -8 | -11 | 20 | · | 16 | ·
COc1ccc(/C=C/C(=O)OCC(=O)N2CC(=O)Nc3ccccc32)cc1 | -5 | · | 3 | -7 | 1 | 4 | 1 | -3
CCOC(=O)c1ccc(N(CC2CO2)S(=O)(=O)c2ccc(C)cc2)cc1 (stereo not drawn) | 1 | 6 | 4 | -21 | 1 | 20 | -1 | -1
CC(=O)c1ccc(NC(=O)/C(=C\c2ccccc2)NC(=O)c2ccco2)cc1 | 1 | · | 16 | 4 | 7 | 9 | 3 | -3

By substructure, those above with a CF3 group
SMILES | PglD DTNB | C2C12 statin | LGR2 antag | GSIS activator | PAX8 inh HTS | PGC1a acetyl inh | ARNT-TACC3 inh | Cneo AK release
[O-][n+]1ccc(CC(O)(C(F)(F)F)C(F)(F)F)cc1 | -3 | 3 | 24 | -14 | 10 | 1 | · | -1
NC(Cc1ccc(C(F)(F)F)cc1)c1csc(NC(=O)Nc2ccccc2Cc2ccccc2)n1 (stereo not drawn) | 7 | -20 | 0 | 10 | -7 | -16 | · | 4
C[C@@H]1CN([C@H](C)CO)C(=O)c2cc(NC(=O)Cc3ccccc3)ccc2O[C@@H](C)CCCCO[C@@H]1CN(C)C(=O)CCC(F)(F)F | 2 | · | 6 | 13 | -4 | 2 | -9 | 0

Results in C2C12 statin, ARNT-TACC3 inh and Cneo AK release, for some of the entries so far:
compound | C2C12 statin | ARNT-TACC3 inh | Cneo AK release
CCOC(=O)c1ccc(N(CC2CO2)S(=O)(=O)c2ccc(C)cc2)cc1 (stereo not drawn) | 6 | -1 | -1
CC(=O)c1ccc(NC(=O)/C(=C\c2ccccc2)NC(=O)c2ccco2)cc1 | · | 3 | -3

Later entries:
SMILES | PglD DTNB | C2C12 statin | LGR2 antag | GSIS activator | PAX8 inh HTS | PGC1a acetyl inh | ARNT-TACC3 inh | Cneo AK release
C=CCSc1nnc(-c2ccc(Cl)cc2Cl)o1 | 0 | 16 | -29 | 22 | · | 2 | · | 0
COc1ccc(/C=N/NC(=O)Cn2cnc3c2c(=O)n(C)c(=O)n3C)cc1 | 4 | · | · | 14 | 9 | 16 | -5 | 1
COCC#Cc1cnc2c(c1)C(=O)N([C@@H](C)CO)C[C@H](C)[C@@H](CN(C)C(=O)c1ccc(F)cc1)O2 | -3 | -4 | -5 | 64 | · | 8 | -15 | 5
CCN(CC)c1ccc(NC(=O)c2ccc(=O)[nH]c2)cc1S(=O)(=O)Nc1ccc(OC)cc1 | 5 | -33 | 10 | 0 | -14 | -6 | · | 0
NS(=O)(=O)c1ccc(CCNC(=O)c2cnccn2)cc1 | 6 | 7 | 18 | -6 | 0 | 9 | 6 | 20
O=[N+]([O-])c1ccc(CSc2ccc(S(=O)(=O)N3CCCCCC3)cn2)cc1 | -4 | -7 | -1 | -17 | 30 | -13 | -5 | 0
CO[C@@H]1CN(C)C(=O)c2ccc(NC(=O)c3ccno3)cc2OC[C@H](C)N(S(C)(=O)=O)C[C@@H]1C | 1 | -4 | 9 | 0 | -6 | 1 | 4 | -1
Cc1cc2nc(SCCOC(=O)Nc3cccc(Cl)c3)nc(C)c2cc1C | · | · | 0 | -23 | 11 | · | -3 | ·
COc1cc(NC(=O)Cn2ncc3c2-c2ccccc2OC3)cc(OC)c1OC | 2 | 19 | -3 | · | 16 | -15 | -1 | 0
COc1cc2c(cc1OC)CN(Cc1ccc(F)cc1)CC2 | 6 | 2 | 12 | 12 | 9 | 3 | 1 | -1
NC(=O)C1CCN(CC(=O)NCc2ccccc2)CC1 | 8 | -3 | · | · | 1 | 5 | -3 | 1
CCOc1ccc2c(c1)ncn2Cc1ccccc1 | · | · | -19 | 11 | -18 | 5 | · | ·
O=S(=O)(c1ccccc1)N1C[C@@H]2[C@H](c3ccccc31)[C@@H](CO)N2Cc1ccc2c(c1)OCO2 | -4 | 17 | 19 | -8 | 9 | -27 | -3 | 1
CNC(=O)C[C@@H]1CC[C@@H]2[C@H](COc3ccc(NC(=O)NC4CCCC4)cc3C(=O)N2C)O1 | 2 | -6 | -7 | -3 | -10 | 1 | -2 | 3
